Rev-erbA mod: modulators of Rev-erb alpha DNA binding, primary screen, biochemical, FITC-DNA, fluorescence polarization, uHTS. Rev-erbα–FITC-DNA binding, 90 min. activity, % at 10 µM. 370,000 tested, 0.79% active. AID 1259318, 2017;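 active means activity above about 14%, limit read from the data; passing the limit was not always enough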;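 further: 0% = DMSO wells with 35 nM protein and 100% = DMSO wells with 750 nM protein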
TCR-CD3 inh: inhibitors of human TCR-CD3 interaction, primary screen, biochemical, fluorescence, TAMRA-labeled TCR probe; inhibition, % at 9.4 µM; 360,000 tested, 0.37% active; AID 651800, 2012; in the data active means inhibition above about 19%;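 further: recombinant mutant TCR 2C K166C tagged with TAMRA read by polarization; 0% = receptor in buffer alone and 100% = receptor with positive control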
LEDGF integ inh: blockers of LEDGF/p75-dependent integrase strand transfer – biochemical, TR-FRET, high throughput, primary screen. HIV-1 integrase (with human LEDGF/p75). inhibition, % at 3.7 µM. TR-FRET IN-LEDGF/p75 DNA integration, Eu/Cy5. AID 743269, 2014. 370,000 tested, 0.64% active;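 active means inhibition above the screen-wide mean plus 3 SD, cut at about 13% in these data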;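 further: signal is the Cy5 over europium emission ratio at 671 and 618 nm; 0% = plate median of compound wells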
rCAG RNA binder: binders of r(CAG) RNA repeats, primary screen, biochemical, fluorescence | r(CAG) RNA repeat, TO-PRO-1 dye displacement fluorescence | inhibition, % at 3 µM | 370,000 tested, 1.3% active | AID 651821, 2012;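 active means inhibition above the plate cutoff, the mean of all test compounds on that plate plus 3 SD, cut at about 35% in these data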;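 further: 0% = DMSO alone and 100% = 100 µM mitoxantrone as full dye displacement; higher means more dye released from RNA so lower well fluorescence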
PRMT1 inh: PRMT1 methyltransferase inhibitors, primary screen, biochemical, fluorescence polarization; Protein arginine N-methyltransferase 1 (Homo sapiens), Q99873; recombinant PRMT1, activity-based probe fluorescence polarization; inhibition, % at 2.79 µM; 370,000 tested, 1.3% active; AID 652257, 2013;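 active means inhibition above about 21% made by adding two undisclosed values, limit read from the data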
Target sequence (Q99873 whole entry, looked up): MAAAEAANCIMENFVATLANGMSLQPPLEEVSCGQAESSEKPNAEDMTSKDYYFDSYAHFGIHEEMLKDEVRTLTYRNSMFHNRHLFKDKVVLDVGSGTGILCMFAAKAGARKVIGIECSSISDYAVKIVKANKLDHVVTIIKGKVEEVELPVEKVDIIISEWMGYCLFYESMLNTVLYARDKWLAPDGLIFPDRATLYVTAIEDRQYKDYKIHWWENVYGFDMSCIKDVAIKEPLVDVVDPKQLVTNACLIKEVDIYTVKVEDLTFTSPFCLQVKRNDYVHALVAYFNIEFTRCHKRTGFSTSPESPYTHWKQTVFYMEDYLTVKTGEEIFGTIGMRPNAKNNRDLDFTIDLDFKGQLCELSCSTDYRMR
MBD2 inh: inhibitors of MBD2 binding to methylated DNA, primary screen, biochemical, TR-FRET, DNA-binding domain, human | Methyl-CpG-binding domain protein 2 (Homo sapiens), Q9UBB5 | MBD2 binding to methylated oligonucleotide | inhibition, % at 4.4 µM | 370,000 tested, 0.31% active | AID 686964, 2013; in the data active means inhibition above about 13%
ABHD4 inh: ABHD4 inhibitors, primary screen, biochemical, fluorescence polarization, mouse. (Lyso)-N-acylphosphatidylethanolamine lipase (Mus musculus), Q8VD66. 370,000 tested, 0.54% active. AID 720543, 2013. inhibition, % at 8.92 µM. purified mABHD4, FP-Rh probe fluorescence polarization;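 active means inhibition exceeding the mean over every tested compound plus 3 SD, cut at about 30% in these data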;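 further: 0% = plate median of compound wells and 100% = S159A mutant with DMSO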
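Test system: mABHD4 protein | Buffer or medium: HEPES pH 7.0 buffer, 150 mM NaCl, 0.01% Pluronic F-127 | Probe or stimulus: FP-Rh fluorescent activity-based probe, added after compound pre-incubation | Timing: Pre-incubation 45 min, probe exposure 60 min, at 25 °C | Technique: Fluorescence polarization, excitation 525 nm, emission 598 nm, BODIPY TMR filters | Repeats: Single well per compound (singlicate)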
PG9 binder: binders of HIV-1 gp120 antibody PG9, primary screen, biochemical, TR-FRET; HIV-1 gp120 / PG9 antibody interaction; TR-FRET gp120-PG9 antibody binding; inhibition, % at 6.7 µM; 360,000 tested, 0.43% active; in the data active means inhibition above about 8.5%
UHRF1 MBD2 ctr: UHRF1 methylated DNA binding inhibitors, primary screen, counter-screen for MBD2 inhibitor project, biochemical, TR-FRET, human UHRF1, single concentration; E3 ubiquitin-protein ligase UHRF1 (Homo sapiens), Q96T88; UHRF1 binding to methylated oligo; inhibition, % at 4.4 µM; 370,000 tested, 0.75% active; AID 687016, 2013; in the data active means inhibition above about 21%;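 further: UHRF1 SRA domain binding a hemimethylated CpG hairpin DNA probe; 0% = median of test compound wells and 100% = reference inhibitor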
HTRA1 inh: HTRA1 serine protease inhibitors, primary screen, biochemical, fluorescence polarization, HTS; Q92743; recombinant HTRA1, FP-rhodamine activity-based probe; inhibition, % at 5.96 µM; 340,000 tested, 0.5% active; AID 504803, 2011; in the data active means inhibition above about 36%;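 further: 0% = enzyme with DMSO and 100% = wells lacking enzyme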
Target sequence (Q92743 whole entry, looked up): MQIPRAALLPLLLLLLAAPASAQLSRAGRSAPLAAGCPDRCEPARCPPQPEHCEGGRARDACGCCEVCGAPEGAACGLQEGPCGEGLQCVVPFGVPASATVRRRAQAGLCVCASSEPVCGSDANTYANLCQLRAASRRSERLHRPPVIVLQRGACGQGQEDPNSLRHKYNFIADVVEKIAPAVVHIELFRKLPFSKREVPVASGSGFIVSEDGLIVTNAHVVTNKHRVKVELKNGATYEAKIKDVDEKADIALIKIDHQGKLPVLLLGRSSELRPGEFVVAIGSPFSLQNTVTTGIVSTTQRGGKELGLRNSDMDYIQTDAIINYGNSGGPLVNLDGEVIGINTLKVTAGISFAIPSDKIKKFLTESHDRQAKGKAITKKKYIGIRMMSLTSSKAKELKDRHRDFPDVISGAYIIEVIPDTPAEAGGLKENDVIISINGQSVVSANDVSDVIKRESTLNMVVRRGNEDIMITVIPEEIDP
Starred values were filed as active, the others as inactive; / = no result given. Not all compounds are listed (hit frequency here may not be typical).

SMILES | Rev-erbA mod | TCR-CD3 inh | LEDGF integ inh | rCAG RNA binder | PRMT1 inh | MBD2 inh | ABHD4 inh | PG9 binder | UHRF1 MBD2 ctr | HTRA1 inh
Cc1ccsc1S(=O)(=O)N1CCCC(CCC(=O)NCc2ccccc2F)C1 (stereo not given) | 3 | -8 | -1 | -2 | 7 | 5 | -10 | 1.8 | 2 | -7
CCOc1c(C)cnc2c1c(=O)n(Cc1ccccc1F)c(=O)n2C | 16 | 3 | -1 | -2 | 1 | 3 | -3 | -1.7 | 2 | 3
O=S(=O)(c1ccc(C(F)(F)F)cc1)N1CCN(CCc2ccccc2)CC1 | 4 | -4 | -5 | -3 | 2 | 0 | -2 | 0.7 | -1 | -10
COc1ccc2nc(SCC(=O)/C(C#N)=C(\C)N)[nH]c2c1 | -2 | -2 | 0 | 1 | 2 | -2 | 6 | -1.0 | -3 | -5
Cc1ccc(C(=O)Nc2ccc(C(=O)O)cc2)cc1S(=O)(=O)NCc1ccccc1 | -1 | -1 | 2 | 6 | 0 | 0 | -12 | -0.7 | 2 | -4
Cc1nc(-c2ccc3c(c2)OCCCO3)cs1 | 6 | -1 | -1 | -2 | 2 | -1 | 5 | -1.6 | 7 | 2
CCCCn1c(SCC(=O)NCCc2ccc(OC)c(OC)c2)nc2c1c(=O)n(C)c(=O)n2C | 2 | -5 | -2 | -6 | -1 | 2 | 9 | 2.1 | 0 | 8
O/N=C/c1cn(-c2ccccc2)nc1-c1ccc2c(c1)OCCO2 | 8 | 0 | -2 | 4 | -1 | -1 | -24 | -1.7 | 0 | -62
CN1N=C(C(=O)N2CCCC(C(=O)c3cccc(C(F)(F)F)c3)C2)CCC1=O (stereo not given) | 1 | 0 | -2 | -6 | 0 | 3 | -1 | -1.1 | -3 | -1
CCCN1C(=O)/C(=C/c2ccc(N3CCCC3)c(C)c2)NC1=S | 9 | -10 | -5 | -8 | -9 | -6 | -52 | -3.2 | -6 | -3
O=C(c1ccco1)N(c1ccccn1)c1ccccn1 | 3 | 3 | -1 | 2 | 2 | -3 | -4 | -0.9 | -1 | 0
Fc1ccc(C(c2nnnn2C2CCCC2)N2CCc3ccccc32)cc1 (stereo not given) | 1 | 4 | -2 | -3 | -3 | 3 | -10 | 4.6 | 2 | -25
C[C@@H]1CN([C@@H](C)CO)C(=O)CCCn2nncc2CO[C@H]1CN(C)S(=O)(=O)c1ccc2c(c1)OCCCO2 | -1 | 1 | 7 | 2 | -3 | 3 | -3 | -0.9 | 4 | -1
COc1ccc(S(=O)(=O)NC(N)=NCCc2ccc(OC)c(OC)c2)cc1C | 0 | 0 | -4 | -3 | 1 | -2 | 2 | -2.9 | 4 | -2
Fc1ccc(OCCOCCNCC2CCCO2)cc1 (stereo not given) | 0 | -4 | 1 | -3 | 0 | 1 | -2 | 1.0 | 13 | -1
O=C(COc1ccc2c3c(c(=O)oc2c1)CCC3)Nc1ccc(CCO)cc1 | 11 | -1 | 2 | -1 | 4 | 5 | -7 | 4.7 | -2 | 4
Cc1ccc(CCCOC(=O)C[N+]2(C)CCOCC2)cc1 | 0 | 3 | 0 | 3 | -3 | 1 | 11 | -1.7 | -1 | 0
Cc1nn(-c2ccccc2)cc1C(c1c(N)[nH]c(=S)[nH]c1=O)c1c(N)[nH]c(=S)[nH]c1=O | 0 | 5 | 2 | 9 | 5 | 5 | -3 | 0.5 | 0 | -6
CC1=NN(c2ccc([N+](=O)[O-])cc2)C(c2ccccc2)C1 (stereo not given) | 2 | 8 | 4 | -1 | 2 | -1 | 6 | -1.2 | 16 | -32
CC1CC(C)CN(C(=O)CCc2nnc3ccc(N4CCCCC4)nn23)C1 (stereo not given) | 1 | 5 | 3 | -6 | 3 | -4 | -2 | -1.4 | -1 | 1
CC(=O)Nc1ccc(S(=O)(=O)N2CCC(c3nc4c(nnn4Cc4ccccc4Cl)c(=O)[nH]3)CC2)cc1 | -4 | 8 | 2 | 20 | -4 | 2 | -11 | 0.1 | 1 | -25
C=C(C)CNC(=S)N/N=C/c1ccc([N+](=O)[O-])cc1 | 1 | 3 | 5 | 0 | -1 | -10 | 7 | 0.4 | -3 | -5
COC(=O)[C@@]12C[C@@H](CC(=O)NCc3ccc(C)o3)C(=O)N(Cc3cccc4ccccc34)C1=CCC(C)(C)C2 | 3 | 4 | 3 | 11 | 4 | -7 | 2 | 0.9 | 0 | /
Cc1cc(Cl)cc2c1NC(=O)[C@]21[C@@H]2C(=O)N(Cc3ccccc3)C(=O)[C@@H]2[C@@H]2CCCN21 | -4 | -3 | 0 | -1 | -1 | 3 | 4 | 0.3 | -2 | -21
COc1ccc(OC(C)C(=O)Nc2ccc(F)cc2F)cc1 (stereo not given) | 0 | 4 | -6 | -1 | -2 | -4 | 0 | 0.3 | -1 | 7
O=S(=O)(NC(=NCc1ccccc1)c1ccccc1)c1ccccc1 | 4 | 0 | 4 | 1 | 0 | 0 | -4 | -1.3 | 1 | -2
Cc1ccc(-c2ccc(=O)n(Cc3c(F)cccc3Cl)n2)cc1 | 8 | -9 | 2 | -5 | 2 | -3 | -15 | 0.0 | 3 | -26
O=C(N/N=C/c1ccc(-c2ccc([N+](=O)[O-])cc2)o1)C(O)c1ccccc1 (stereo not given) | 1 | 3 | 0 | 17 | -2 | 1 | -7 | -2.2 | -2 | -6
CCc1nc2ccc(C(=O)N3CCN(c4ccc([N+](=O)[O-])cc4)CC3)cc2nc1CC | 6 | 2 | 3 | -3 | 1 | -4 | 1 | 1.9 | -2 | -3
CCOC(=O)N1CCN(C(=O)COC(=O)CNC(=O)c2ccc(Cl)cc2Cl)CC1 | 6 | -9 | -2 | -4 | 1 | 4 | 1 | -0.4 | 0 | 0
O=C(CCN1CCN(c2ccccc2F)CC1)Nc1ccccc1Cl | 0 | 3 | -1 | -8 | 1 | 1 | -4 | -1.1 | 2 | -10
O=C(Nc1ccc2c(c1)OCO2)N1CCN(C(=O)C2CCCO2)CC1 (stereo not given) | -1 | 2 | 1 | -1 | 4 | 5 | 0 | 0.3 | 1 | 9
Cc1cccc(C(=O)NC2CC3CCC(C2)N3C)c1 (stereo not given) | 2 | 5 | -3 | 1 | -8 | 1 | -4 | 0.8 | -1 | -2
CC1CC(C)CN(C2CCCCC2NS(=O)(=O)c2ccc(Cl)cc2)C1 (stereo not given) | 1 | 1 | -4 | -6 | 1 | 1 | 1 | -0.2 | -1 | -6
COc1cc(CCC(=O)OCC(=O)Nc2c(C)cc(C)cc2C)cc(OC)c1OC | 4 | 4 | 2 | 0 | 1 | -6 | 7 | -1.8 | 1 | 3
CC(C)(CNC(=O)CCC1CCCC1)CNC(=O)CCC1CCCC1 | 4 | 6 | -3 | -10 | -3 | 1 | 5 | -1.7 | -1 | -5
CCOC(=O)N1CCC(n2c(SCC(=O)N3CCCC3)nc3ccccc3c2=O)CC1 | -2 | -2 | -2 | -8 | 0 | 0 | -2 | 0.0 | -5 | 2
CC(C(=O)c1c[nH]c(C(N)=O)c1)c1ncc(C(F)(F)F)cc1Cl (stereo not given) | -6 | 2 | -2 | -2 | -1 | 2 | -1 | 0.1 | 1 | 0
Cn1c2ccccc2c2cc(/C=N/NC(=O)c3ccccc3F)ccc21 | -4 | 8 | 1 | 11 | -2 | -2 | -23 | 0.1 | -6 | -41
CC1Cc2cc(S(=O)(=O)NCCc3ccccc3)ccc2N1C(=O)C1CC1 (stereo not given) | 1 | 3 | 2 | -2 | -4 | -2 | -5 | -1.0 | 0 | -15

Reformatted: results already given
mol,Rev-erbA mod,TCR-CD3 inh,LEDGF integ inh,rCAG RNA binder,PRMT1 inh,MBD2 inh,ABHD4 inh,PG9 binder,UHRF1 MBD2 ctr,HTRA1 inh
Cc1ccsc1S(=O)(=O)N1CCCC(CCC(=O)NCc2ccccc2F)C1 (stereo not given),3,-8,-1,-2,7,5,-10,1.8,2,-7
CCOc1c(C)cnc2c1c(=O)n(Cc1ccccc1F)c(=O)n2C,16,3,-1,-2,1,3,-3,-1.7,2,3
O=S(=O)(c1ccc(C(F)(F)F)cc1)N1CCN(CCc2ccccc2)CC1,4,-4,-5,-3,2,0,-2,0.7,-1,-10
COc1ccc2nc(SCC(=O)/C(C#N)=C(\C)N)[nH]c2c1,-2,-2,0,1,2,-2,6,-1.0,-3,-5
Cc1ccc(C(=O)Nc2ccc(C(=O)O)cc2)cc1S(=O)(=O)NCc1ccccc1,-1,-1,2,6,0,0,-12,-0.7,2,-4
Cc1nc(-c2ccc3c(c2)OCCCO3)cs1,6,-1,-1,-2,2,-1,5,-1.6,7,2
CCCCn1c(SCC(=O)NCCc2ccc(OC)c(OC)c2)nc2c1c(=O)n(C)c(=O)n2C,2,-5,-2,-6,-1,2,9,2.1,0,8
O/N=C/c1cn(-c2ccccc2)nc1-c1ccc2c(c1)OCCO2,8,0,-2,4,-1,-1,-24,-1.7,0,-62
CN1N=C(C(=O)N2CCCC(C(=O)c3cccc(C(F)(F)F)c3)C2)CCC1=O (stereo not given),1,0,-2,-6,0,3,-1,-1.1,-3,-1
CCCN1C(=O)/C(=C/c2ccc(N3CCCC3)c(C)c2)NC1=S,9,-10,-5,-8,-9,-6,-52,-3.2,-6,-3

New compounds follow
SMILES | Rev-erbA mod | TCR-CD3 inh | LEDGF integ inh | rCAG RNA binder | PRMT1 inh | MBD2 inh | ABHD4 inh | PG9 binder | UHRF1 MBD2 ctr | HTRA1 inh
COCCNC(=O)C1C(=O)Nc2ccccc2C(=O)N1c1ccc2c(c1)OCCO2 (stereo not given) | -3 | 2 | -5 | 3 | 4 | 8 | -7 | 1.8 | 10 | /
COc1ccc(OC)c(S(=O)(=O)n2c(CN3CCOCC3)nc3ccccc32)c1 | -2 | / | 0 | 5 | 9 | 1 | 1 | / | 19 | /
O=C(CN1C(=O)c2ccccc2S1(=O)=O)Nc1cccc(S(=O)(=O)N2CCCCC2)c1 | 4 | 1 | 5 | 11 | -1 | -3 | -9 | -0.6 | 0 | -9
Cc1ccc(C(=O)OCC(=O)NCc2ccc(Cl)cc2Cl)o1 | -3 | 3 | 2 | 3 | -2 | 0 | -3 | -1.4 | 9 | -20
